Screening data deposited in PubChem BioAssay by several laboratories.
AHR act – activates the human aryl hydrocarbon receptor; P35869; AHR-responsive luciferase reporter cells, luminescence; activation, % at 5 µM; actives 2.5% (n = 320,000); AID 2796; in the data active means activation above about 47%;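 further: 0% = vehicle wells and 100% = reference agonist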
procasp7 counter – activates human procaspase-7, counter-screen for procaspase-3 activators; P55210; recombinant procaspase-7, Ac-DEVD-pNA absorbance 405 nm; D23A/D198A/D206A triple mutant, cannot self-cleave; scale: DMSO 0, 5 µM enzyme 100; activation, % at 8.5 µM; actives 0.093% (n = 330,000); AID 463210;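 active means percent activation above the screen-wide mean plus 3 SD, cut at about 25% in these data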
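System: Uncleavable procaspase-7 mutant enzyme; Amount: 2 µM procaspase-7 mutant as dispensed; Schedule: 1 h compound preincubation, 2 h substrate cleavage, 25 °C; Measured by: 405 nm absorbance of p-nitroaniline; Evaluation: percent activation from buffer-corrected 0–120 min absorbance change; Control set: low DMSO alone, high DMSO plus 5 µM PC-7.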
proCasp3 act – activates human procaspase-3; recombinant procaspase-3 D3A, Ac-DEVD-pNA absorbance 405 nm; activation, % at 8.5 µM; actives 0.11% (n = 330,000);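 active means activation above the mean of all tested compounds plus 3 SD, cut at about 21% in these data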;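 further: 0% = DMSO alone and 100% = DMSO wells spiked with extra 5 µM PC-3 D3A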
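Assay system – Procaspase-3 D3A mutant, all three cleavage aspartates alanine · Controls – DMSO-only low control, 5 µM PC-3 D3A high control · Schedule – 1 h compound preincubation, 2 h substrate hydrolysis at 25 °C · Signal – 405 nm absorbance of p-nitroaniline, reads at 0 and 120 min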
ZTA counter – ZTA (EBV) inhibition in EBNA-1 counter-screen; actives 0.15% (n = 320,000); P03206; inhibition, % at 11 µM; ZTA-DNA binding, fluorescence polarization; in the data active means inhibition above about 33%
RPL19A-GFP yeast – modulators of TOR pathway RPL19A-GFP in S. cerevisiae; percent response vs DMSO, % at 10 µM; S. cerevisiae RPL19A-GFP strain, flow cytometry, 3 h; stronger effect = lower value; actives 0.3% (n = 330,000); AID 2025;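 active means percent response vs DMSO below 50%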;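 further: median channel GFP fluorescence of the barcoded RPL19A-GFP strain; ratio of sample median GFP to plate DMSO average so 100% = DMSO; lower means less RPL19A-GFP as with rapamycin TOR inhibition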
EBNA-1 inh – blocks EBNA-1 binding to DNA; EBNA-1 DNA binding, fluorescence polarization; inhibition, % at 14.8 µM; actives 0.34% (n = 300,000); AID 1950; in the data active means inhibition above about 28%
MEP2 TOR yeast – alters MEP2-GFP fluorescence in TOR pathway yeast screen; actives 0.51% (n = 330,000); S. cerevisiae MEP2-GFP strain, flow cytometry GFP, 3 h; 100% = DMSO control level; GFP response vs DMSO, % at 10 µM;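 active means GFP response versus DMSO above a set limit, roughly screen mean plus 3 SD, cut at about 180% in these data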;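 further: median GFP fluorescence of the barcode-gated MEP2-GFP cells per well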
LAP4-GFP MLPCN – yeast TOR pathway LAP4-GFP modulation; actives 0.34% (n = 320,000); S. cerevisiae LAP4-GFP multiplex, flow cytometry GFP, 3 h; median GFP as percent of DMSO wells; GFP response vs DMSO, % at 10 µM;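 active means GFP response vs DMSO above a set limit, about the screen mean plus 3 SD, cut at about 150% in these data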
* marks the source's active call; other numbers are inactive results; x = not tested or not shown.

SMILES | AHR act | procasp7 counter | proCasp3 act | ZTA counter | RPL19A-GFP yeast | EBNA-1 inh | MEP2 TOR yeast | LAP4-GFP MLPCN
CC(C)Nc1ncnc2c1nnn2Cc1ccccc1 | 2 | 3 | -1 | 6 | 92 | -7 | 97 | 94
CC(=O)Nc1ccc(Nc2nc(-c3ccccc3)nc3ccccc23)cc1 | 46 | -5 | -1 | 9 | 107 | 5 | 108 | 94
CCCCN(C(=O)c1nn(C)c(=O)c2ccccc12)c1c(N)n(CC(C)C)c(=O)[nH]c1=O | 1 | 14 | 0 | 5 | 91 | x | 96 | 98
Cc1cccc(-c2nc(CS(=O)CC(=O)N3CCCCC3)c(C)o2)c1 (stereo not given) | 0 | 9 | -10 | -7 | 102 | -14 | 99 | 105
CC(C)OC(=O)c1cccc(C(=O)O)n1 | 0 | -15 | -2 | -8 | 101 | 7 | 99 | 96
CCOC(=O)C1(Cc2cccc(OC)c2)CCCN(C(=O)c2cc(C)oc2C)C1 (stereo not given) | 3 | 8 | 3 | -9 | 97 | 7 | 92 | 93
CN(N)C(=S)NCc1ccccc1 | 2 | -4 | 9 | -5 | 102 | -9 | 104 | 100
CCC1Oc2ccc(C)cc2N(CC(=O)N(Cc2ccc3c(c2)OCO3)CC2CCCO2)C1=O (stereo not given) | 1 | -3 | -4 | -12 | 98 | -2 | 103 | 95
NC(=S)n1[nH]c(-c2ccc([N+](=O)[O-])cc2)c(N=Nc2ccc(O)cc2)c1=O | 2 | -17 | -10 | 3 | 98 | 0 | 102 | 94
CC(=O)c1cccc(N2C(=NC(=O)CCc3ccccc3)SC3CS(=O)(=O)CC32)c1 (stereo not given) | 0 | 1 | 2 | 7 | 102 | 0 | 106 | 100
Nc1c(C(=O)O)ccc2c1C(=O)c1ccccc1C2=O | 3 | -6 | -1 | -6 | 97 | 4 | 96 | 106
COCCn1c(C)cc(C(=O)COC(=O)CCS(=O)(=O)c2ccc(C)cc2)c1C | 2 | 8 | 0 | -4 | 93 | -10 | 95 | 101
COc1ccc(/C=C/C(=O)Nc2ccc(-n3nncc3-c3ccccc3)cc2)cc1OC | 3 | 11 | -3 | -5 | 104 | 4 | 93 | 95
CC1CCN(S(=O)(=O)c2ccc3c(c2)N(C)C(=O)CC(=O)N3C)CC1 | -1 | 1 | -2 | 9 | 96 | -3 | 101 | 99
O=c1c2ccccc2ncn1-c1cccc(Br)c1 | 9 | 3 | 3 | 6 | 103 | 10 | 104 | 94

Arranged by value in proCasp3 act (lowest first): 3 of the compounds above.
Compound	AHR act	proCasp3 act	RPL19A-GFP yeast	EBNA-1 inh	MEP2 TOR yeast	LAP4-GFP MLPCN
Cc1cccc(-c2nc(CS(=O)CC(=O)N3CCCCC3)c(C)o2)c1 (stereo not given)	0	-10	102	-14	99	105
CC(C)OC(=O)c1cccc(C(=O)O)n1	0	-2	101	7	99	96
CC(C)Nc1ncnc2c1nnn2Cc1ccccc1	2	-1	92	-7	97	94

(cont.)
SMILES | AHR act | procasp7 counter | proCasp3 act | ZTA counter | RPL19A-GFP yeast | EBNA-1 inh | MEP2 TOR yeast | LAP4-GFP MLPCN
O=C(Nc1cc(S(=O)(=O)N2CCOCC2)ccc1N1CCCCC1)c1ccccc1 | 0 | 11 | 5 | -7 | 98 | x | 93 | 98
CN(C)C(=O)c1ccc(-c2cc3onc(-c4ccccc4)c3c(=O)n2C)cc1 | 1 | -4 | 2 | x | 91 | x | 94 | 95
N#Cc1ccsc1NC(=O)CSc1nnnn1-c1ccc(O)cc1 | 15 | 2 | 2 | 11 | 95 | 4 | 101 | 91
Cc1cc(C(=O)N2CCCC(C(=O)c3cccc(C(F)(F)F)c3)C2)n[nH]1 (stereo not given) | 1 | 3 | -5 | -5 | 98 | -2 | 98 | 91
Cn1cccc1/C=N/NC(=O)CSc1nc2ccccc2n1C | 7 | 2 | -3 | -2 | 94 | -2 | 84 | 104
COc1cccc(C2Nc3ccccc3C(=O)N2Cc2ccccc2)c1 (stereo not given) | 0 | 0 | 2 | 16 | 98 | -5 | 91 | 102
O=C1CN(C(=O)c2ccco2)c2ccccc2N1 | 12 | 8 | 5 | 6 | 100 | -10 | 100 | 104
CN(Cc1ccccc1)C(=O)CNC(=O)Cn1cnc2ccccc2c1=O | 6 | 3 | -10 | 1 | 101 | 10 | 102 | 107
O=C1CC(N2CCN(Cc3ccccc3)CC2)C(=O)N1 (stereo not given) | 1 | -30 | -14 | -14 | 110 | 0 | 109 | 89
Cc1ccc(NC(=O)CSc2nnc(Cc3cccn3C)n2-c2ccc(F)cc2)c(C)c1 | 1 | -18 | 2 | 2 | 97 | 9 | 109 | 98
Cc1cc(NS(=O)(=O)c2ccc(NC(=O)/C=C/c3ccc(C)o3)cc2)nc(C)n1 | 2 | -7 | 0 | 4 | 94 | -1 | 98 | 117
Cc1cc(C)c2nc(NC(=O)c3ccc4c(=O)n5c(nc4c3)CCCCC5)sc2c1 | -12 | 5 | 10 | 1 | 91 | -1 | 98 | 88
O=C(CCn1ccnc1)Nc1cc(Cl)ccc1O | 11 | 5 | 3 | 6 | 95 | 8 | 102 | 102
CCOC(=O)c1nn(-c2ccccc2)c(=O)cc1OCC(=O)Nc1ccccc1OCC | 0 | 1 | 1 | 0 | 100 | -2 | 108 | 108
CCCOC(=O)C1=C(C)NC2=C(C(=O)C(C(=O)OC)C(C)C2)C1c1ccc(N(C)C)cc1 (stereo not given) | 6 | -22 | -10 | -3 | 105 | -6 | 109 | 105

Some of these compounds in order of number of heavy atoms, low to high:
SMILES | AHR act | procasp7 counter | proCasp3 act | ZTA counter | RPL19A-GFP yeast | EBNA-1 inh | MEP2 TOR yeast | LAP4-GFP MLPCN
O=C1CC(N2CCN(Cc3ccccc3)CC2)C(=O)N1 (stereo not given) | 1 | -30 | -14 | -14 | 110 | 0 | 109 | 89
Cc1cc(NS(=O)(=O)c2ccc(NC(=O)/C=C/c3ccc(C)o3)cc2)nc(C)n1 | 2 | -7 | 0 | 4 | 94 | -1 | 98 | 117
CCOC(=O)c1nn(-c2ccccc2)c(=O)cc1OCC(=O)Nc1ccccc1OCC | 0 | 1 | 1 | 0 | 100 | -2 | 108 | 108

Other structures
SMILES | AHR act | procasp7 counter | proCasp3 act | ZTA counter | RPL19A-GFP yeast | EBNA-1 inh | MEP2 TOR yeast | LAP4-GFP MLPCN
Cc1ccc(C)c(NC(=O)CN(C)C(=O)c2cccc(Oc3ccccc3)c2)c1 | 5 | 1 | 3 | x | 101 | x | 105 | 111
CC(C)CNS(=O)(=O)c1cc2c3c(c1)CC(=O)N3CCC2 | 0 | -5 | -2 | -1 | 105 | -2 | 94 | 100
O=c1cc(N2CCN(Cc3ccccc3)CC2)[nH]c(=O)n1Cc1ccc(F)cc1 | 0 | 14 | 3 | 11 | 106 | 11 | 104 | 111
O=C(CCNC(=O)c1ccc(Br)o1)NCc1ccc(Cl)cc1 | 2 | -2 | 10 | -10 | 101 | 14 | 111 | 110
O=C(COc1ccccc1)Nc1c2c(nn1-c1ccc(F)cc1)CS(=O)(=O)C2 | 1 | -7 | 6 | -6 | 99 | 2 | 96 | 84
Cc1nc2nc[nH]n2c(=O)c1NS(=O)(=O)c1ccc(F)cc1 | -1 | -3 | -8 | -4 | 98 | -5 | 99 | 98
O=C(N1CCC(O)(c2cccnc2)CC1)C12CC3CC(CC(C3)C1)C2 | 6 | -3 | 1 | 8 | 102 | 5 | 108 | 87
N#Cc1c(-c2ccncc2)c2c([nH]c1=S)CCCC2 | -2 | -23 | -26 | 3 | 99 | -2 | 106 | 103
COc1ccc(OC)c2c(N3CC(C)OC(C)C3)cc(C(F)(F)F)nc12 (stereo not given) | 5 | -1 | -2 | -3 | 95 | -11 | 96 | 91
NC(=O)c1ccc([N+](=O)[O-])cc1SCc1ccccc1 | 9 | -12 | 4 | -8 | 106 | 4 | 110 | 111
COc1ccc(NC(=O)NC23CC4(C)CC(C)(CC(C)(C4)C2)C3)cc1OC | 3 | -4 | -2 | 2 | 98 | 9 | 95 | 86
COc1ccc(CC(=O)OCC(=O)Nc2ccc3c(c2)OCO3)cc1 | 1 | 5 | 10 | 3 | 98 | -2 | 99 | 108
CN(C)C(=O)COc1ccc(S(=O)(=O)c2ccc(OCC(=O)N(C)C)cc2)cc1 | 102* | -5 | -5 | 7 | 104 | 8 | 102 | 100
Cc1c(Cl)cccc1N1C(=O)CC(NNC(=O)c2ccc3c(c2)OCO3)C1=O (stereo not given) | -1 | -2 | 6 | x | 97 | x | 100 | 100
CCCN(CC(=O)Nc1ccccc1OC)C(=O)c1nc2nc(C)ccn2n1 | 4 | 0 | 5 | x | 94 | x | 97 | 91

Record cards (already shown):
NC(=O)c1ccc([N+](=O)[O-])cc1SCc1ccccc1 in the list: AHR act = 9; procasp7 counter = -12; proCasp3 act = 4; ZTA counter = -8; RPL19A-GFP yeast = 106; EBNA-1 inh = 4; MEP2 TOR yeast = 110; LAP4-GFP MLPCN = 111
COc1ccc(CC(=O)OCC(=O)Nc2ccc3c(c2)OCO3)cc1 in the list: AHR act = 1; procasp7 counter = 5; proCasp3 act = 10; ZTA counter = 3; RPL19A-GFP yeast = 98; EBNA-1 inh = -2; MEP2 TOR yeast = 99; LAP4-GFP MLPCN = 108

Other results follow.
SMILES | AHR act | procasp7 counter | proCasp3 act | ZTA counter | RPL19A-GFP yeast | EBNA-1 inh | MEP2 TOR yeast | LAP4-GFP MLPCN
Cn1c(=O)n(C)c2cc(S(=O)(=O)NCC(=O)O)ccc21 | -1 | -6 | 4 | 6 | 103 | 2 | 105 | 115
Cc1cccc(/C=N/NC(=O)c2ccc(NC(=O)c3ccccc3C)cc2)n1 | -3 | 34* | 4 | 8 | 102 | 7 | 99 | 97
Oc1cc(OCc2ccccc2)ccc1-c1[nH]ncc1-c1ccccc1 | 15 | 5 | 0 | -12 | 99 | -6 | 91 | 116
COc1ccc(C(=O)C2CCCN(C(=O)c3n[nH]c4c3CCCC4)C2)cc1OC (stereo not given) | 2 | 7 | -2 | 13 | 95 | -18 | 99 | 98
COC(=O)[C@H](CCSC)NC(=O)Nc1ccc(C)c(C)c1 | 0 | 6 | -1 | 3 | 98 | 5 | 101 | 96
O=C(CCN1C(=O)/C(=C/c2ccccc2Cl)SC1=S)NC1CCCC1 | -1 | -1 | -3 | 2 | 103 | -3 | 84 | 69
C=CCSC1=N/C(=C\c2ccc(C(=O)O)cc2)C(=O)S1 | 0 | 3 | -1 | 0 | 95 | 0 | 99 | 108
Cc1ccc(OCCNC(=O)CNC(=O)c2ccc(C)cc2)cc1 | 2 | 2 | -2 | 13 | 109 | -6 | 101 | 102
O=c1[nH]c(C2CCN(S(=O)(=O)c3ccc(C(F)(F)F)cc3)CC2)nc2c1nnn2Cc1ccc(F)cc1 | 0 | 1 | 7 | -16 | 103 | 10 | 114 | 113
CC(=O)c1c(C)n(-c2ccccc2)c2ccc(OCC(N)=O)cc12 | 15 | 0 | -7 | -3 | 102 | 5 | 103 | 94
